ATXN2 expr inh – Primary qHTS for Inhibitors of ATXN expression. 360,000 tested, 0.72% active. Potency, µM (top dose mostly 57 µM), for inactives: at the highest dose activity change, negative = inhibition, hits mostly inhibitors. HEK-293 ATXN2-luciferase reporter, luminescence, 24 h; also: potency is read from the fitted curve at half-maximal effect; % is scaled to controls: 0 for no effect and ±100 for the full control effect; nearly all actives have a fitted effect of over 55% in size
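ATXN2-luciferase reporter cells (luciferase flanked by upstream and downstream ATXN2 gene portions) were treated 24 h at 37 °C with compounds at up to 57 uM. SteadyGlo luminescence gave expression; GF-AFC fluorescence gave viability.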
TGFb SMAD3 inh – qHTS for Inhibitors of TGF-b; HepG2 CAGA-GFP TGF-b/SMAD3 reporter, GFP fluorescence, 18 h; TGF-beta stimulated, 500 pg/mL final; Potency, µM (doses to about 46.1 µM), for inactives: at the top dose activity, negative = inhibition, actives largely listed as inhibitors; 410,000 tested, 1.2% active; also: potency is read from the fitted curve at half-maximal effect; % is scaled to controls: 0 for no effect and ±100 for the full control effect; nearly all actives have a fitted effect of over 65% in size
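Read-out: total well GFP (ex488/em500-530) summed from mean per-cell fluorescence. Cells: HEPG2 CAGA-GFP, 1% FBS DMEM, 18 h at 37 degrees C with 500 pg/mL final TGF-beta. Unstimulated wells served as the full-inhibition control; stimulated DMSO wells = 0%.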
IL-2 act – qHTS of IL-2 Activators; IL-2 activation reporter assay, cell-based qHTS; stimulated with anti-CD3/CD4/CD28 beads; in transgenic mouse T cells; activation, % (series mostly up to about 46 µM); 360,000 tested, 0.065% active; AID 652025, 2013; in the data active = activation above about 50%; inconclusive = mostly about 30% to 49%; also: 0% is about no effect
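Unstimulated transgenic mouse T cells; 60-min compound exposure; bead-based TCR/CD4/CD28 stimulation; 18 h culture, 37 degrees C; dual fluorescence (EGFP, DsRed) plate cytometry.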
A549 viability – Nrf2 qHTS screen for inhibitors: counterscreen for cytotoxicity; A549 ARE-Fluc cells, CellTiter-Fluor viability, 18-24 h; Potency, µM (series often up to 46 µM), without a hit: at the top dose activity change, negative = cytotoxicity, usual class: inhibitors; 390,000 tested, 0.16% active; AID 504648, 2011; also: potency is read from the fitted curve at half-maximal effect; % is scaled to controls: 0 for no effect and ±100 for the full control effect
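A549 ARE-Fluc cells in 5% FBS OPTI-MEM, 5000 cells/well, rested 2 h then exposed to compounds in concentration-response for 18-24 h at 37 °C. Viability by CellTiter-Fluor fluorescence (Ex 405/Em 525) after 30 min; luciferase luminescence (BugLite, 15 min, RT) read afterwards.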
EPAC2 ag – qHTS for Agonist of cAMP-regulated guanine nucleotide exchange factor 4 (EPAC2): primary screen. EPAC2 activation, biochemical qHTS; response scale: 100% = 6.5 mM cAMP response. Potency, µM (top dose mostly 154 µM), inactives show top-dose activation, hits mostly activators. 360,000 tested, 0.079% active. Rap guanine nucleotide exchange factor 4 (Homo sapiens), Q8WZA2; also: potency is read from the fitted curve at half-maximal effect; nearly all actives have a fitted effect of over 50% in size
Target sequence (Q8WZA2 whole entry, looked up): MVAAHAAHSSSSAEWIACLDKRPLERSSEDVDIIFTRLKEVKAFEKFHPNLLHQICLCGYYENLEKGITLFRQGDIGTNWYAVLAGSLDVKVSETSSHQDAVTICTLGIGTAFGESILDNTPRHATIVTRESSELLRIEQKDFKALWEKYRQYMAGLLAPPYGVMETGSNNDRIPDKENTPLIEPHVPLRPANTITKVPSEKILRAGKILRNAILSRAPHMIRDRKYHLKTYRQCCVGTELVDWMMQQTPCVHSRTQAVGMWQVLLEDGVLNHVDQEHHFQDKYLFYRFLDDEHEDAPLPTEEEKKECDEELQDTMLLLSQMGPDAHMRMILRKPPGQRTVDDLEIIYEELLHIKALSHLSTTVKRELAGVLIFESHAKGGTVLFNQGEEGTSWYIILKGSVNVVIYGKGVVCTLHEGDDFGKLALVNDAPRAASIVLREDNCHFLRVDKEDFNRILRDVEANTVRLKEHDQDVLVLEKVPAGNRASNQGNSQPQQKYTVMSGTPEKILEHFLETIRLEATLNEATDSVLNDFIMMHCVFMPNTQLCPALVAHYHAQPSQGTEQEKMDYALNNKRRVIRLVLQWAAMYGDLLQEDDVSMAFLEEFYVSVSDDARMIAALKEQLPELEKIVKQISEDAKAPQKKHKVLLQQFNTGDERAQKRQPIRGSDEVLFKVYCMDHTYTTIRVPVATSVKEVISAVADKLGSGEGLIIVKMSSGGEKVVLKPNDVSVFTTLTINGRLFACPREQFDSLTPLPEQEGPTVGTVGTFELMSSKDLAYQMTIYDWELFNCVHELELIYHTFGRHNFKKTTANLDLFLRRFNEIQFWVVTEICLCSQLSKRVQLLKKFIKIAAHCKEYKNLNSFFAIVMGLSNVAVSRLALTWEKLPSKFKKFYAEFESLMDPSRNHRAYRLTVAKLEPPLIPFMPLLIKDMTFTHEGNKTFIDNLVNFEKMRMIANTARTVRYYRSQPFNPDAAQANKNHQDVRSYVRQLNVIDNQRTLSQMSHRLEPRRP
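Setup: EPAC2 100 nM, labeled Rap1B complex 250 nM, free GDP 50 uM. Compound titrations pinned in, brief spin, 5 min room temperature incubation. Kinetic fluorescence read over 30 min, normalized to 6.5 mM cAMP.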
HepG2 tox – qHTS for Inhibitors of TGF-b: Cytotox Counterscreen; Potency, µM (highest dose often 46.1 µM), for inactives: at the highest dose activity change, negative = cytotoxicity, most hits filed as cytotoxic; AID 588856, 2011; 410,000 tested, 0.76% active; HepG2 CAGA-GFP viability, ATP luminescence, 18 h; also: potency is read from the fitted curve at half-maximal effect; some results filed as inactive show a strong effect at the top dose
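HepG2 CAGA-GFP cells (1000/well, DMEM with 1% FBS) received compound, then TGF-beta at 500 pg/mL final, and were incubated 18 hours at 37 degrees C. Viability was read by CellTiter-Glo luminescence. Media-only wells were set as complete cell-killing and DMSO as no toxicity.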
Nrf2 block – Nrf2 qHTS screen for inhibitors. 360,000 tested, 2.1% active. Potency, µM (top dose mostly 46 µM), for inactives: at the highest dose activity change, negative = inhibition, actives largely listed as inhibitors. A549 ARE-Fluc reporter, luciferase luminescence, 18-24 h; also: potency is read from the fitted curve at half-maximal effect; % is scaled to controls: 0 for no effect and ±100 for the full control effect; nearly all actives have a fitted effect of over 60% in size
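Reporter: ARE-Fluc in A549. Exposure: 18-24 h, 37 °C, 5% CO2, 5% FBS OPTI-MEM. Readouts: fluorescent cytotoxicity (CellTiter-Fluor), then luminescent Nrf2 signal after BugLite.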
Nrf2 ARE act – qHTS of Nrf2 Activators | AID 624171, 2012 | Potency, µM (highest dose often 46.1 µM), inactives show top-dose activation, actives largely listed as activators | AREc32 ARE-luciferase reporter (MCF7-derived line), luminescence, 24 h | 410,000 tested, 0.31% active; also: potency is read from the fitted curve at half-maximal effect; % of control where 0% means no effect; nearly all actives have a fitted effect of over 65% in size
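Quantitative high-throughput format: AREc32 reporter cells, 1000 per well, received compound by pin transfer and were incubated 24 hr at 37 deg C, 5% CO2, before Steady-Glo luminescence detection.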
S2 tox – Viability Counterscreen for Primary qHTS for Inhibitors of ATXN expression; Potency, µM (top dose mostly 56.7 µM), hits mostly cytotoxic; 400,000 tested, 0.49% active; S2 cells (HEK-293 line with an ATXN2-luciferase reporter) viability, CellTiter-Fluor protease fluorescence, 24 h; AID 651635, 2014; also: potency is read from the fitted curve at half-maximal effect; nearly all actives have a fitted effect of over 40% in size
Numbers without * were called inactive; i = inactive; u = inconclusive; x = no result given; & = joins results of further samples; [ ] = remark or other dose. Unless noted, calls follow the shape of the dose curve; as a rule, active = well fitted curve in the direction sought with a large enough effect; inconclusive = small, poorly fitted or top-dose-only effect, or another doubt; inactive = no such curve, though single readings can be large; an effect the other way counts as inactive or inconclusive.

Second line of a record: IL-2 act | TGFb SMAD3 inh | Nrf2 ARE act | HepG2 tox | Nrf2 block | S2 tox | ATXN2 expr inh | A549 viability | EPAC2 ag
- COc1ccc(OC)c(C(=O)NC2CCSc3ccccc32)c1 (stereo not given)
 : -0.9 | u | 0.1% | -14% | -2% | i | 3% | 2% | 14%
- Cc1cccc(N2CCN(S(=O)(=O)c3cn(C)c(C)n3)CC2)c1C
 : x | 1% | 1.8% | -24% | x | i | -18% | 17% | x
- Cc1nn(-c2ccc(Cl)cc2)c(=O)c2c(C)noc12
 : -0.1 | u | 0.2% | 4% | -5% | i | -9% | 1% | 8%
- CCC1(C)Cc2c(sc3c2c(=O)n(C)c2nnc(SCc4ccccc4)n32)CO1 (stereo not given)
 : 0.8 | 3% | -0.8% | 2% | 9% | i | -15% | -4% | 10%
- Cn1cnnc1SC(C(=O)Nc1ccc(F)cc1)c1ccccc1 (stereo not given)
 : 0.4 | 24% | 0.4% | 10% | 2% | i | -6% | -4% | u
- O=C(CN1C(=O)NC2(CCc3ccccc32)C1=O)NCc1ccc(F)cc1 (stereo not given)
 : -2.8 | 18% | -0.2% | 2% | 9% | i | 8% | 2% | -2%
- CCOC(=O)C1=C(COC(=O)COc2ccc(C(C)=O)cc2)NC(=O)NC1C (stereo not given)
 : 5.1 | -10% | 2.3% | 8% | 3% | i | -2% | 1% | -1%
- CN1C(=S)SC(N(O)C(=O)Nc2cccc3ccccc23)C1(C)C (stereo not given)
 : 2.7 | u | 7.5% | -14% | x | i | 3% | 8% | -7%
- COc1cc(C(=O)OCCNC(=O)c2ccncc2)cc(OC)c1OC
 : 8.4 | 13% | 0.9% | 1% | -5% | i | -7% | 0% | -2%
- N#Cc1ccccc1NC(=O)c1ccc(-c2ccccc2Cl)o1
 : -0.1 | 5% | 12% | -18% | 2% | u | 27% | -11% | 12%
- COc1ccc(/C(C)=N\NC(=O)CNC(=O)C(c2ccccc2)c2ccccc2)cc1OC
 : -1.7 | -5% | 0.1% | -18% | 1% | i | 4% | -3% | 2%
- COc1ccccc1C(=O)Nc1ccc(NC(=O)c2cccs2)cc1
 : x | u | -0.3% | -23% | u | i | -8% | -6% | x
- COc1c(Cl)cccc1-c1cn2ccccc2n1
 : -1.4 | u | 26% | -137% | u | i | 2% | -2% | 3%
- CCOc1c(Cl)cc(CNCc2ccccn2)cc1OC
 : -1.2 | 3% | 0.2% | 0% | 1% | i | 5% | 5% | 4%
- O=C(Nc1cccc(Cl)c1N1CCOCC1)c1ccc([N+](=O)[O-])o1
 : 2.1 | 4% | u | -1% | -15% | i | -15% | 0% | 15%
- Cc1ccc(CS(=O)(=O)CCC(=O)NCc2cccs2)cc1
 : 0.4 | -21% | 0.0% | -5% | -16% | i | -9% | -4% | 1%
- CC(=O)Nc1ccc(NC(=O)CC(C)n2ccc(C)n2)cc1 (stereo not given)
 : x | 4% | 0.5% | -13% | 5% | i | -3% | 0% | x
- O=C1CCCN1CC1CCN(Cc2nc(CC3CC3)no2)CC1
 : -2.6 | u | 0.0% | -11% | 1% | i | -13% | -3% | -2%
- COc1ccc(/C(=N/OC(C)=O)c2nccc3cc(OC)c(OC)cc23)cc1OC
 : 0.1 | -8% | 2.2% | -16% | 4% | i | x | 0% | 13%
- CSCCC(NS(=O)(=O)c1ccccc1F)C(=O)Nc1cccc(C)n1 (stereo not given)
 : -0.3 | -14% | 0.0% | -13% | -12% | i | 1% | -10% | 3%
- Cn1c(=O)cc(SCC(=O)Nc2cccnc2)c2ccccc21
 : -3.4 | 11% | 0.0% | -3% | u | i | -4% | -3% | 3%
- Cc1ccc(C2=NS(=O)(=O)N(C)C(C(=O)NC3CCCCC3)=C2)cc1
 : -1.8 | -1% | -0.8% | -17% | u | u | -12% | 0% | 9%
- O=C(CSc1nc2c(sc3ccccc32)c(=O)n1CCO)NCC1CCCO1 (stereo not given)
 : 2.6 | 2% | -0.6% | 18% | 4% | u | 2% | -7% | -1%
- Cc1cc(C)c2cc(C#N)c(NCCNC(=S)NCCCN3CCOCC3)nc2c1
 : -0.6 | -30% | 0.7% | -39% | 0% | i | u | 0% | 6%
- Cc1ccc(Nc2nc(C)c(CCC(C)C)c(=O)[nH]2)cc1
 : -0.2 | -15% | -0.8% | 5% | -28% | i | -3% | -11% | -12%
- COC(=O)CSc1nnc(CNC(=O)c2ccccc2OC)n1C
 : -2.9 | 0% | 0.2% | 0% | 7% | i | 2% | -8% | 1%
- NC(=O)c1ccsc1NC(=O)CCS(=O)(=O)c1ccc(F)cc1
 : -0.8 | u | 12% | 4% | u | u | 10% | -5% | -4%
- O=C(NCC1CCCO1)C(c1cccs1)N(Cc1ccccc1)C(=O)c1ccc(-c2ccccc2)[nH]1 (stereo not given)
 : 0.0 | u | 4.8% | -10% | u | i | -2% | -13% | 3%
- CC(C)(C)NC(=O)CSCc1c(Cl)cccc1Cl
 : -5.1 | 2% | -0.2% | 19% | -23% | i | -17% | 1% | 6%
- Cc1cc(C)cc(NC(=O)c2ncn(-c3ccccc3)n2)c1
 : x | 10% | 3.7% | -4% | u | i | 37%[activator] | 1% | x
- Cc1cccc(NC(=O)c2cc(S(=O)(=O)N3CCc4ccccc43)ccc2F)c1C
 : x | -19% | 1.0% | -4% | x | x | x | 17% | x
- COc1ccc2nc(NC(=O)CN(c3ccc(C)cc3)S(=O)(=O)c3c(C)nn(C)c3C)sc2c1
 : -1.9 | u | -0.7% | -18% | u | i | -18% | u | 12%
- O=C(NCCN1CCN(c2ccccc2F)CC1)c1ccc2nc3ccccc3c(=O)n2c1
 : 0.2 | -13% | 0.0% | -3% | 4% | i | 41%[activator] | 4% | 0%
- CCn1c(O)c(/C=N/N=C/c2ccccc2)c2ccc(C3=NNC(=O)CC3)cc21
 : 19 | 46%[activator] | 2.0% | -4% | -11% | i | -17% | -8% | -432%[inhibitor]
- CC1CCCN(S(=O)(=O)c2ccc(C(=O)NC(C)c3ccccc3)cc2)C1 (stereo not given)
 : -3.7 | 27% | -0.6% | 4% | 12% | i | 6% | 15% | 17%
- CCOC(=O)c1ccc(NC(=O)c2c(NCc3cccs3)sc3c2CCCCC3)cc1
 : x | 7% | 18% | -41% | x | u | u | 1% | x
- COc1ccc2nc(NNC(=O)C3COc4ccccc4O3)sc2c1 (stereo not given)
 : -2.2 | -1% | 9.5% | -20% | 0% | i | 15% | -8% | -8%
- COc1cccc(-n2nc(C(=O)N3CC(C)CC(C)C3)c3ccccc3c2=O)c1 (stereo not given)
 : 0.1 | 2% | -0.5% | 4% | u | i | -2% | -17% | 8%
- CCNc1nc(Oc2ccc(=O)n(-c3ccccc3)n2)nc(N(C)C)n1
 : -0.7 | -8%&-6% | -0.2%&-0.1% | -14%&-17% | -6%&-12% | u | 4% | -6%&-2% | 5%
- Cc1csc(=O)n1CCC(=O)OCC(=O)NCc1ccc(Cl)cc1Cl
 : -5.0 | u | -0.5% | -5% | -8% | i | 10% | -8% | 4%
- Cc1cc(CNC(=O)COc2ccccc2)c2ccccc2n1
 : -6.3 | -13% | 3.1% | -7% | u | i | 12% | 1% | 6%
- Cc1occc(=O)c1O
 : 0.2 | 0% | -0.1% | -15% | -5% | i | -1% | 5% | 4%
- Cc1ccc(C)c2[nH]c(=O)c(CCNC(=O)CCc3ccccc3)cc12
 : -0.2 | -12% | 0.5% | -9% | -5% | i | 7% | 1% | 1%
- O=C(Nn1cnnc1)c1ccccc1Cl
 : -1.9 | 0% | -0.4% | 12% | 4% | i | -10% | 0% | 7%
- O=C(O)c1ccc(CSc2nc3ccc(NC(=O)c4ccccc4C(=O)O)cc3s2)cc1
 : 7.3 | -23% | -0.4% | 2% | -5% | i | -6% | -8% | 9%

Ordered by the number under Nrf2 ARE act (descending): three of the compounds above
SMILES	Nrf2 ARE act
CCOC(=O)c1ccc(NC(=O)c2c(NCc3cccs3)sc3c2CCCCC3)cc1	18%
CCn1c(O)c(/C=N/N=C/c2ccccc2)c2ccc(C3=NNC(=O)CC3)cc21	2.0%
Cc1occc(=O)c1O	-0.1%

Some entries already given, reduced to A549 viability and Nrf2 block:
SMILES,A549 viability,Nrf2 block
CCNc1nc(Oc2ccc(=O)n(-c3ccccc3)n2)nc(N(C)C)n1,-6%&-2%,-6%&-12%
Cc1cccc(NC(=O)c2cc(S(=O)(=O)N3CCc4ccccc43)ccc2F)c1C,17%,x
COc1ccc2nc(NNC(=O)C3COc4ccccc4O3)sc2c1 (stereo not given),-8%,0%
CCOC(=O)c1ccc(NC(=O)c2c(NCc3cccs3)sc3c2CCCCC3)cc1,1%,x
Cc1cc(CNC(=O)COc2ccccc2)c2ccccc2n1,1%,u

From PubChem BioAssay
